RAD54 branch = inhibitors of human RAD54 branch migration; Q92698; RAD54 Holliday junction branch migration, FAM/BHQ fluorescence; inhibition, % at 10.4 µM; actives 0.14% (n = 360,000); AID 602329;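 active = mean normalized replicate activity at least 40 and at least half of replicates scoring 40 or more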;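 also: 0% = median of neutral control wells and 100% = median of positive control wells; inhibitors cause a drop in the FAM fluorescence signal; in these data hits start at about 50%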
ERp5 inh = ERp5 (human) disulfide isomerase inhibition. actives 0.05% (n = 350,000). Q15084. inhibition, % at 9.99 µM. AID 651711. ERp5 insulin aggregation, absorbance 650 nm, 90 min;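 active = mean replicate inhibition above about 25%, with every replicate also reaching it, limit read from the data, passing the limit was not always enough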
PglD DTNB = blocks C. jejuni PglD acetyltransferase activity; purified PglD enzyme, DTNB colorimetric CoA detection; actives 0.098% (n = 360,000); inhibition, % at 12.5 µM; AID 602405; in the data active = inhibition above about 16%, passing the limit was not always enough; also: strong numbers were not always called active
E-sel inducer = induces E-selectin expression in human endothelial cells; P16581; HUVEC E-selectin immunofluorescence imaging; normalized: neutral wells 0, TNF-alpha wells 100; activation, % at 7.58 µM; actives 0.37% (n = 260,000); AID 686992;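 active = mean E-selectin-positive cell signal at least 10% of the positive control, reached in at least 60% of replicates, without over 20% cell loss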;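 also: in these data hits start at about 27%; measured in HUVEC primary endothelial cells; signal is the percent of cells scored E-selectin positive by PE staining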
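Test system: HUVEC; input: 3,000 HUVEC/well; measured by: immunofluorescence imaging; read-out: % PE-positive cells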
Casp6 inh = blocks human caspase-6 cleavage activity; purified caspase-6, Z-VEID-R110 cleavage fluorescence; inhibition, % at 12.5 µM; actives 0.53% (n = 350,000);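 active = mean inhibition across replicates at least about 35%, with every replicate also reaching that limit, limit read from the data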;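 also: 0% = median of neutral control wells and 100% = no fluorescence left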
Target sequence (P55212 24-179 limits assumed): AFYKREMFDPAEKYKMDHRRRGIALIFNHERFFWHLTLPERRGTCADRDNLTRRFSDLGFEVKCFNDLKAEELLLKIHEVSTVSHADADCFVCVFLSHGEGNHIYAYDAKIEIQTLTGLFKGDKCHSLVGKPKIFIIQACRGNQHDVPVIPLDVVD
Target sequence (P55212 194-293 limits assumed): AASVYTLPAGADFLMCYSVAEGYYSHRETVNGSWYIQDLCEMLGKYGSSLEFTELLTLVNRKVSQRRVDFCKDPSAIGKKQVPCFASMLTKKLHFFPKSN
ARNT TACC3 PPI = disrupts binding between human ARNT and TACC3; AlphaScreen His-ARNT PAS-B/GST-TACC3 binding, luminescence; TACC3 fragment carries E629A point mutation; inhibition, % at 9.99 µM; Q9Y6A5; AID 623870; actives 0.66% (n = 390,000);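 active = mean inhibition of replicates at least 50% and at least half of replicates each reaching 50%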;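 also: 0% = complete ARNT plus TACC3 wells and 100% = ARNT alone without TACC3; many hits fall short of the cut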
esBAF inh = SWI/SNF esBAF complex inhibition. AID 602393. actives 2% (n = 350,000). mouse ES cells, Bmi1-luciferase knock-in reporter, 24 h; 100% = twice the neutral-well signal. reporter increase, % at 12.5 µM; in the data active = activation above about 40%;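 also: 0% = median of the plate's neutral control wells and 100% = double that signal; a rise in the Bmi1 reporter signal indicates esBAF inhibition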
RAD52 inh = inhibitors of human RAD52 DNA annealing; P43351; recombinant RAD52 DNA annealing, FRET fluorescence; inhibition, % at 18.7 µM; actives 0.46% (n = 360,000);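 active = every replicate showing at least 50% inhibition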
Target sequence (P43351 whole entry, looked up): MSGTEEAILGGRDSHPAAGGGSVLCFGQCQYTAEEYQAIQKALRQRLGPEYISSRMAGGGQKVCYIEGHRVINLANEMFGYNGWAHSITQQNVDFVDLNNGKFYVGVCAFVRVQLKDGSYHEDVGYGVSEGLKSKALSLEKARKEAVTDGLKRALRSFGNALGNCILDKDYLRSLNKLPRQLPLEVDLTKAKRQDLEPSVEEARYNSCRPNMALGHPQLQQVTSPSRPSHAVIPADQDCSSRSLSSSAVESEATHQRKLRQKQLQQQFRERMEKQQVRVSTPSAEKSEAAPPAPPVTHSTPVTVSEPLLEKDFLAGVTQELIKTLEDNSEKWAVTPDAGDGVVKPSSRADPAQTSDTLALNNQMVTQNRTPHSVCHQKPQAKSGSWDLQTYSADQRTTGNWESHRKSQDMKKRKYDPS
Numbers without * were called inactive; . = not tested or not shown.

SMILES | RAD54 branch | ERp5 inh | PglD DTNB | E-sel inducer | Casp6 inh | ARNT TACC3 PPI | esBAF inh | RAD52 inh
COc1ccccc1-c1cnc2c(c1)C(=O)N([C@H](C)CO)C[C@@H](C)[C@@H](CN(C)Cc1ccccc1)O2 | -4 | 20 | -1 | -0.3 | -4 | 3 | 3 | 6
COc1ccc(C(=O)NC2CCCc3ccccc32)cc1 (stereo unspecified) | . | -4 | . | -0.1 | 1 | -4 | 9 | -10
Oc1c(C(c2ccccc2)N2CCOCC2)ccc2ccccc12 (stereo unspecified) | 2 | -17 | 0 | 2.6 | -3 | -1 | 4 | 2
OCCNc1nc2ccccc2[nH]1 | 2 | . | 3 | . | . | 0 | -1 | .
CCC1CCCCN1C(=O)CSc1nc2ccsc2c(=O)n1Cc1ccccc1 (stereo unspecified) | -4 | . | 0 | . | . | -4 | 12 | .
O=C(NC1CCc2ccccc21)c1cc(COc2ccc(F)cc2Cl)on1 (stereo unspecified) | -2 | 2 | -4 | -2.2 | 0 | 0 | 1 | -5
O=C(NC1CCCC1)C(c1ccsc1)N(C(=O)Cc1cccs1)c1ccc(F)cc1 (stereo unspecified) | 5 | . | -4 | . | . | -10 | 5 | .
C[C@@H]1CN([C@H](C)CO)C(=O)c2cc(C#Cc3cccnc3)cnc2O[C@H]1CN(C)C | -5 | -1 | 6 | 0.2 | -3 | 1 | 0 | 1
NNc1nc2ccccc2c(=O)n1Cc1ccccc1 | 3 | 0 | -1 | . | 1 | 1 | 28 | -8
CCOc1cc2c(Cl)ncnc2c(OCC)c1OCC | 0 | -4 | 3 | -0.5 | 1 | 11 | 12 | -6
COc1cc(/C=N/NC(=O)c2cccc(C(=O)N/N=C/c3ccc(O)c(OC)c3)n2)ccc1O | 24 | 6 | -6 | 0.0 | 2 | -19 | -8 | -4
COc1ccc(CNC(=O)C(CC(C)C)NC(=O)c2ccccc2C)cc1 (stereo unspecified) | 9 | -1 | 1 | 0.1 | 5 | 0 | -6 | -3
COc1cc(-c2nnc(COc3ccc4ccccc4c3)o2)cc(OC)c1OC | -5 | . | -1 | . | . | 3 | -6 | .
COc1ccc(C2=Nc3ccccc3N(C(=O)c3ccc(C(F)(F)F)cc3)C2C(=O)NCc2ccccc2)cc1 (stereo unspecified) | . | 0 | . | 0.0 | -2 | . | . | -16
CCCCOC(=O)/C=C/c1c(C)[nH]c(=O)[nH]c1=O | . | 4 | . | -0.2 | 1 | -6 | . | 4
Cc1cc2c(c(C)c1Cl)C(c1ccc3c(c1)OCO3)CC(=O)O2 (stereo unspecified) | 6 | 3 | -1 | 1.6 | 0 | -3 | 5 | -11
C=CCn1cnc2scc(-c3ccc(OC)cc3)c2c1=O | 1 | 0 | -5 | . | 0 | -1 | 2 | -39
Cc1ccc(NC(=O)CC2Oc3ccc(C)cc3NC2=O)cc1 (stereo unspecified) | -3 | -6 | -3 | 0.6 | -1 | . | 3 | 6
c1ccc(-c2noc(CN3CCN(C(c4ccccc4)c4ccccc4)CC3)n2)cc1 | 8 | . | -3 | . | . | 2 | -10 | .
CCN(CC(=O)Nc1c(F)cccc1F)C(=O)Cc1ccccc1 | 11 | 6 | 1 | . | -1 | -2 | 1 | -14
O=C(c1ccc2c(c1)N(Cc1ccc(F)cc1)C(=O)CS2)N1CCOCC1 | -6 | . | -7 | . | . | 0 | 5 | .
CCNC(=O)C[C@H]1CC[C@H]2[C@@H](COC[C@@H](O)CN2C(=O)C2CC2)O1 | -5 | -1 | 1 | 0.1 | 1 | -3 | -7 | 8
Cn1c(=O)c2cc(NC(=S)NCc3ccccc3F)ccc2n1Cc1cccc(C(F)(F)F)c1 | -15 | 1 | 1 | -0.2 | 0 | . | 4 | -2
C[C@@H]1CN([C@@H](C)CO)C(=O)c2cccc(NC(=O)Nc3ccc4c(c3)OCO4)c2O[C@@H]1CN(C)Cc1ccccc1 | -5 | -3 | -5 | 0.0 | 2 | 11 | 2 | 8
C[C@H](CO)N1C[C@H](C)[C@@H](CN(C)CC2CCCCC2)Oc2ccc(NC(=O)CCCCCC(=O)Nc3ccccc3N)cc2C1=O | . | 2 | . | -0.3 | 1 | . | . | 12
O=C(CCCN1C(=O)C(c2ccccc2)Oc2cccnc21)NCc1ccccc1F (stereo unspecified) | -4 | 7 | -2 | . | 3 | -1 | 0 | -13
Cc1ccc(S(=O)(=O)Nc2cccc3c2O[C@@H](CN(C)Cc2ccc(Oc4ccccc4)cc2)[C@H](C)CN([C@@H](C)CO)C3=O)cc1 | -2 | -2 | -1 | -0.1 | -4 | 10 | 10 | 17
Cc1cc(C)c(C)c(S(=O)(=O)N2CCN(Cc3nc4ccccc4[nH]3)CC2)c1C | 1 | . | 2 | . | . | -12 | -10 | .
O=C(CSc1ccc2ccccc2c1)NCc1cccs1 | . | 5 | . | . | 1 | 4 | . | -5
O=C(C1CCCC1)N1CCCC(Nc2ccc(F)cc2)C1 (stereo unspecified) | 1 | 2 | -1 | 1.7 | 1 | 1 | -2 | -12
CCOC(=O)C1(CCOC)CCN(Cc2ccccc2-c2ccco2)CC1 | . | -6 | . | . | -3 | 2 | 8 | -10
Cn1c(=O)n(C)c2cc([N+](=O)[O-])c(N3CCN(S(=O)(=O)c4ccc5ccccc5c4)CC3)cc21 | 5 | . | -3 | . | . | 1 | 2 | .
CCc1cc(Cn2nc(-c3ccccc3)cc2C(=O)O)on1 | 3 | 5 | -2 | 0.1 | 1 | -2 | -4 | -17
Cc1ccc2c(c1)C(c1ccccc1)N(C(=O)c1cc3ccccc3oc1=O)CC(=O)N2 (stereo unspecified) | 3 | -7 | 3 | -0.1 | 3 | 2 | 22 | -7
Cc1sc(NC(=O)CSc2nnc(CCNC(=O)c3cccs3)n2C)nc1-c1ccccc1 | 0 | . | -1 | . | . | -4 | -3 | .
COc1cc(CCN(C(C)=O)C2C(=O)Nc3ccccc3N=C2c2ccc3c(c2)OCO3)cc(OC)c1 (stereo unspecified) | 1 | 3 | -2 | 0.1 | 3 | . | 6 | -20

Entries of single compounds, looked up by structure. Order of values: RAD54 branch	ERp5 inh	PglD DTNB	E-sel inducer	Casp6 inh	ARNT TACC3 PPI	esBAF inh	RAD52 inh
Entry for COc1ccc(CNC(=O)C(CC(C)C)NC(=O)c2ccccc2C)cc1 (stereo unspecified) = 9	-1	1	0.1	5	0	-6	-3
Entry for OCCNc1nc2ccccc2[nH]1 = 2	.	3	.	.	0	-1	.
Entry for O=C(C1CCCC1)N1CCCC(Nc2ccc(F)cc2)C1 (stereo unspecified) = 1	2	-1	1.7	1	1	-2	-12

Continuation:
SMILES | RAD54 branch | ERp5 inh | PglD DTNB | E-sel inducer | Casp6 inh | ARNT TACC3 PPI | esBAF inh | RAD52 inh
Cc1noc(C)c1NC(=O)N(C)C[C@H]1Oc2c(NC(=O)Nc3ccc(C(F)(F)F)cc3)cccc2C(=O)N([C@H](C)CO)C[C@H]1C | 0 | -1 | 0 | . | 0 | 0 | 1 | -6
CCCSc1ccc([C@H]2N[C@@](C)(C(=O)OC)[C@H]3C(=O)N(C)C(=O)[C@@H]23)cc1OC | 1 | 0 | 12 | -0.2 | 0 | -4 | -3 | -13
CCC(=O)N1[C@H](C(=O)Nc2ccccc2)[C@@H](CO)[C@@H]2Cn3c(ccc(C4=CCCC4)c3=O)[C@@H]21 | -5 | 1 | -1 | -0.4 | 1 | -3 | -1 | -4
CCC(=O)N(C)C[C@@H]1Oc2cc(-c3ccccc3C)ccc2S(=O)(=O)N([C@H](C)CO)C[C@@H]1C | 3 | -3 | -2 | -0.2 | 0 | -18 | -2 | 1
CC(=O)N1CCN(c2nnc(-c3ccc(C)cc3)c3ccccc23)CC1 | . | -5 | . | 0.1 | 2 | -4 | -7 | -9
O=S(=O)(Nc1nc2ccc(Cl)cc2s1)c1cccs1 | -5 | . | -3 | . | . | -11 | 10 | .
CC(=O)Nc1ccc2sc(NC(=O)CN3CCOCC3)nc2c1 | -5 | 8 | -6 | . | -2 | -1 | -1 | -14
CCOc1cc(N2CCOCC2)c(OCC)cc1NC(=O)c1cc(S(=O)(=O)N2CCOCC2)ccc1F | -1 | -1 | -5 | 0.6 | -3 | -4 | 2 | -7
COCC(C)N1CC(O)=C(c2nc(-c3ccc(Cl)cc3)cs2)C1=N (stereo unspecified) | . | -2 | . | -0.6 | 0 | -5 | . | -26
Cc1ccc(NC(=O)CSc2nnc3ccccn23)cc1S(=O)(=O)N1CCOCC1 | -1 | 8 | 0 | 0.0 | -2 | -1 | -2 | -5
CCC(=O)Nc1ccc2c(c1)C(=O)N(C)[C@H]1CC[C@H](CC(=O)NCC3CCCCC3)O[C@@H]1CO2 | 3 | 2 | 0 | 0.1 | -1 | -9 | -1 | -14
Cn1c(=O)[nH]c(=O)c2c1nc(CN1CCOCC1)n2CCc1ccccc1 | 3 | . | -2 | . | . | -3 | 0 | .
C=CCNC(=O)c1onc(CSc2cccc3ccccc23)c1C(=O)O | 3 | 1 | 4 | . | 4 | -6 | 4 | -4
COC(=O)c1ccccc1NC(=O)C1CCN(S(=O)(=O)c2cc(OC)ccc2OC)CC1 | 1 | . | -5 | . | . | 0 | -5 | .
O=C(NCCO)NC(=S)c1ccccc1 | 9 | . | 4 | . | . | 1 | -6 | .
COC(=O)CN1C(=S)N(c2ccc(OC)cc2)C(=O)/C1=C/c1ccc(OC)cc1 | . | 2 | . | . | 0 | 12 | . | -5
NNC(=O)C1COc2cc3ccccc3cc2O1 (stereo unspecified) | -1 | 6 | -7 | . | -1 | 7 | 8 | 6
CCN1CCN(S(=O)(=O)c2ccc(Cl)c(C(=O)Nc3nnc(CC(C)C)s3)c2)CC1 | -7 | -3 | 0 | . | -2 | -1 | -6 | -3
Cc1c(C)n2c3c(cccc13)CC2 | -7 | -2 | -1 | . | -1 | -4 | 6 | -5
COc1ccc(OCCn2cc(/C=C(\C#N)C(=O)NCc3ccco3)c3ccccc32)cc1 | 9 | 7 | -4 | 3.2 | 2 | 0 | . | -36
CC(C)CC(NC(N)=O)C(=O)Nc1ccc(Oc2ccccc2)cc1 (stereo unspecified) | . | 4 | . | . | -3 | 0 | . | -7
Cc1cc(C2=NNC(=NC3CCCCC3)SC2)c(C)n1-c1c(C)n(C)n(-c2ccccc2)c1=O | 3 | 7 | -10 | . | 1 | . | 18 | -14
COC(=O)/C(=C(O)\C=C\c1ccccc1[N+](=O)[O-])c1nc2ccccc2[nH]1 | 9 | -1 | -3 | 0.0 | 1 | . | 1 | -14
Cn1nnnc1SCCNC/C=C/c1ccccc1 | -2 | . | 1 | . | . | -10 | -6 | .
COc1ccc(OCC(O)CNC(=O)Nc2cc(C)cc(C)c2)cc1 (stereo unspecified) | . | -1 | . | . | -3 | -4 | . | -22
CCOC(=O)c1[nH]c(=O)[nH]c1CSc1ccccn1 | -2 | -10 | 4 | . | -2 | -7 | 1 | -12
Cc1ccc(CSc2sc(C(=O)c3ccccc3)c(N)c2C#N)cc1 | -6 | . | 3 | . | . | -4 | 5 | .
CCc1cccc(NC(=O)Cn2ncn3c(cc4ccccc43)c2=O)c1 | -5 | 2 | -3 | . | 0 | 1 | -2 | -20
CCCNC(=O)N1[C@H](CO)[C@H](c2ccccc2)C12CN(C(=O)CC1CC1)C2 | . | 2 | . | -0.3 | 0 | . | . | -12

Copied from the list.
In RAD54 branch, `NNC(=O)C1COc2cc3ccccc3cc2O1` (stereo unspecified) reads -1
In esBAF inh, `O=C(c1ccc2c(c1)N(Cc1ccc(F)cc1)C(=O)CS2)N1CCOCC1` reads 5
In ARNT TACC3 PPI, `Cc1ccc(CSc2sc(C(=O)c3ccccc3)c(N)c2C#N)cc1` reads -4
In RAD54 branch, `Cc1cc2c(c(C)c1Cl)C(c1ccc3c(c1)OCO3)CC(=O)O2` (stereo unspecified) reads 6
In esBAF inh, `CCC1CCCCN1C(=O)CSc1nc2ccsc2c(=O)n1Cc1ccccc1` (stereo unspecified) reads 12
In PglD DTNB, `C[C@@H]1CN([C@@H](C)CO)C(=O)c2cccc(NC(=O)Nc3ccc4c(c3)OCO4)c2O[C@@H]1CN(C)Cc1ccccc1` reads -5
In RAD54 branch, `NNc1nc2ccccc2c(=O)n1Cc1ccccc1` reads 3

Source: PubChem BioAssay (Broad Institute)
